# Rv3671c inh = inhibits the M. tuberculosis serine protease Rv3671c; P9WHR9; inhibition, % at 5.96 µM; 320,000 compounds, 0.048% hits; AID 2606; in the data active means inhibition above about 38%;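 further: extracellular domain of Rv3671c used as enzyme; 0% = enzyme with DMSO and 100% = no enzyme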
# FadD28 FP inh = blocks FadD28 binding to the bisubstrate probe; fluorescence polarization; inhibition, % at 12.5 µM; 360,000 compounds, 0.22% hits; AID 588549; in the data active means inhibition above about 8.5%, passing the limit was not always enough; inconclusive means no clear call, values can overlap the other calls
# DUSP3 inh = DUSP3 (human) phosphatase inhibition | inhibition, % at 13.3 µM | recombinant VHR phosphatase, pNPP absorbance | 290,000 compounds, 0.52% hits; in the data active means inhibition above about 50%; further: some compounds called inactive have numbers as strong as hits
# Target sequence (P51452 whole entry, looked up): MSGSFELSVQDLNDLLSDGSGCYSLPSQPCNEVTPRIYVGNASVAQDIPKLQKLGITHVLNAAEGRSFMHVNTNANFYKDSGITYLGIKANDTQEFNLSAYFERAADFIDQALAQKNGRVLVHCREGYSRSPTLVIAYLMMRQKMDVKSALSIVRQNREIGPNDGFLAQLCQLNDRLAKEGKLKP
# GDH-TPI inh = counter-screen for M. tuberculosis FBA inhibitors: GDH-TPI coupled enzymes; inhibition, % at 4.8 µM; AID 588335; GDH-TPI coupled enzyme counterscreen, NADH absorbance; 360,000 compounds, 1.2% hits;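 further: 0% = DMSO wells and 100% = wells lacking the enzyme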
# Mtb UGM inh = Mtb UDP-galactopyranose mutase inhibition | P9WIQ1 | purified UGM, fluorescence polarization probe displacement | inhibition, % at 10 µM | 320,000 compounds, 0.06% hits; in the data active means inhibition above about 10%, passing the limit was not always enough; inconclusive means no clear call, values can overlap the other calls
# Target sequence (P9WIQ1 whole entry, looked up): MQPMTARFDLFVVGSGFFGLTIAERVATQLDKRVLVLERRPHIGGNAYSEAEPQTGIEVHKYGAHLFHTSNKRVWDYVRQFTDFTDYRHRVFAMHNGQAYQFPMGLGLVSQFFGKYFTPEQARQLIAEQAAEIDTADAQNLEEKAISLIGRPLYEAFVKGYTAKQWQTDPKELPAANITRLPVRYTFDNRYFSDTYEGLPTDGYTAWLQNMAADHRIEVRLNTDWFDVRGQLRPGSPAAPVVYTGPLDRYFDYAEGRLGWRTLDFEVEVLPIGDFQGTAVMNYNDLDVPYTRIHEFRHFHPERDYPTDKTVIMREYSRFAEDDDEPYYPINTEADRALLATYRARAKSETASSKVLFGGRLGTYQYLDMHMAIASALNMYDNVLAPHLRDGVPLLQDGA
# BoNT F protease = inhibitors of Botulinum neurotoxin F light chain protease; Multiplex microsphere protease cleavage assay, flow cytometry; inhibition, % at 10 µM; 360,000 compounds, 0.22% hits; AID 588497; in the data active means inhibition above about 35%, passing the limit was not always enough; inconclusive means no clear call, values can overlap the other calls; further: plate controls were buffer without enzyme for full effect and enzyme alone for no effect
# CCHF vOTU inh = blocks the CCHF virus ovarian tumor domain protease; CCHFV vOTU protease, Pep-AMC fluorescence; inhibition, % at 11.5 µM; 370,000 compounds, 0.55% hits; AID 651958; further: 0% = vehicle wells with enzyme and 100% = no enzyme wells
# BioA inh = BioA (M. tuberculosis) enzyme inhibition | 360,000 compounds, 0.096% hits | purified M. tuberculosis BioA enzyme, plate reader | inhibition, % at 9.99 µM | AID 602481; in the data active means inhibition above about 40%; inconclusive means no clear call, values can overlap the other calls
# FBA Mtb inh = Mtb fructose-bisphosphate aldolase inhibition; AID 588726; purified M. tuberculosis FBA, fluorescence read-out; inhibition, % at 1 µM; P9WQA3; 360,000 compounds, 2.3% hits; in the data active means inhibition above about 27%;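 further: 0% = vehicle and 100% = reference inhibitor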
# Target sequence (P9WQA3 whole entry, looked up): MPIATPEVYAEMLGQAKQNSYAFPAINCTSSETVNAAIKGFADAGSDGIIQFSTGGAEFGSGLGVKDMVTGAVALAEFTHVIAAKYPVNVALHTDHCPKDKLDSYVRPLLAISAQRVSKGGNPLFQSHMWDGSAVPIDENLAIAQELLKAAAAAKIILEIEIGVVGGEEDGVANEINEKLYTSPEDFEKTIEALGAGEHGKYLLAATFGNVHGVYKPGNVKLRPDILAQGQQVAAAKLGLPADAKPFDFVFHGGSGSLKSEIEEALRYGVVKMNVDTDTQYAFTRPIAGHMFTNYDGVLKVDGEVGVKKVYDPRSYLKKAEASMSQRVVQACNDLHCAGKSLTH
# MazF activator = activators of E. coli MazEF toxin-antitoxin RNase; P0AE70; FAM/BHQ RNA-DNA oligo cleavage fluorescence, 5 h; activation, % at 20 µM; 350,000 compounds, 0.32% hits; AID 504720; in the data active means activation above about 50%
# Target sequence (P0AE70 whole entry, looked up): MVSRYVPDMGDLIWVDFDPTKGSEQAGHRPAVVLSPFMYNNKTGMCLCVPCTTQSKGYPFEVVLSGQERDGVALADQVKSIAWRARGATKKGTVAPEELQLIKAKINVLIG
# * marks the source's active call; other numbers are inactive results; i = inactive; ? = inconclusive; nt = no result given. Unless noted, no stated cut-off is given here; in the data, active means inhibition above about 30%; inactive means the rest.
item	molecule	Rv3671c inh	FadD28 FP inh	DUSP3 inh	GDH-TPI inh	Mtb UGM inh
1	CC(=O)c1c(C)n(-c2ccc(C)cc2C)c2ccc(O)cc12	7	-0.2	2	6	0.3
2	Cc1cccn2cc(-c3ccc(Cl)cc3)nc12	8	-0.9	43	6	-0.2
3	CC(C)CC(NC=C1C(=O)OC(C)(C)OC1=O)C(=O)O (stereo not drawn)	-1	-1.2	nt	8	1.0
4	Cc1ccc(CSCCC(=O)NCCC2=CCCCC2)cc1	-4	-0.5	0	-1	-0.7
5	O=C(Nc1cccc(C(F)(F)F)c1)Nc1ccc(N2CCCC2)c(S(=O)(=O)Nc2ccccc2Cl)c1	-18	-4.6	6	2	-2.0
6	Cc1ccc(F)cc1NC(=O)COC(=O)C1CCN(c2ccc(C(F)(F)F)cn2)CC1	0	-5.9	nt	-1	-0.4
7	COc1ccc(NC(=O)C2Cc3ccccc3CN2C(=O)c2ccco2)cc1 (stereo not drawn)	1	nt	18	2	0.3
8	CC(C)n1c(=O)[nH]c(=O)n1C(C)C	nt	0.3	nt	13	nt
9	Nc1nc(CSC(=S)N2CCOCC2)nc(Nc2ccccc2)n1	-1	0.6	5	-1	-1.1
10	CCOc1ccc(NC(=O)CCCN2C(=O)C(c3ccccc3)Oc3cccnc32)cc1 (stereo not drawn)	-5	0.2	-14	-2	1.2

item	BoNT F protease	CCHF vOTU inh	BioA inh	FBA Mtb inh	MazF activator
1	7	8	-1.5	1	6
2	6	-9	nt	20	8
3	-3	5	-2.1	2	9
4	0	8	nt	0	-9
5	-1	-13	nt	1	46
6	-1	-1	-0.5	1	3
7	2	8	0.1	0	7
8	0	7	1.5	1	7
9	11	-13	-2.3	3	-7
10	0	9	-0.5	-4	1

# The final 3 entries of the part above are carried over, then new ones follow.
item	molecule	Rv3671c inh	FadD28 FP inh	DUSP3 inh	GDH-TPI inh	Mtb UGM inh
8	CC(C)n1c(=O)[nH]c(=O)n1C(C)C	nt	0.3	nt	13	nt
9	Nc1nc(CSC(=S)N2CCOCC2)nc(Nc2ccccc2)n1	-1	0.6	5	-1	-1.1
10	CCOc1ccc(NC(=O)CCCN2C(=O)C(c3ccccc3)Oc3cccnc32)cc1 (stereo not drawn)	-5	0.2	-14	-2	1.2
11	COc1ccc(C2=NN(S(C)(=O)=O)C(c3ccc4nccnc4c3)C2)cc1 (stereo not drawn)	7	-0.4	2	9	-2.6
12	CCc1ccccc1NC(=O)CSc1nc2ccccc2n1CC(=O)N1CCCC1	-8	-0.3	22	3	1.3
13	O=C(c1cccc(-c2cccc3nccn23)c1)N1CCOCC1	nt	-0.7	nt	8	nt
14	CC(=O)N/C(=C/c1ccccc1)C(=O)NC(Cc1ccccc1)C(=O)O (stereo not drawn)	-6	0.6	-5	9	-1.0
15	COc1ccc(-c2c(-c3ccc(OCC(=O)NN)cc3O)n[nH]c2C)cc1	-90	-0.8	40	19	-2.0
16	CC(C)n1c(SCC(=O)Nc2ccccc2)nc2c1c(=O)n(C)c(=O)n2C	2	-0.8	-5	8	1.3
17	Cc1cccc(NC(=O)c2ccc(COc3ccccc3)o2)n1	6	-2.6	-40	3	0.0
18	O=C(Nc1cccc([N+](=O)[O-])c1)c1cnccn1	-3	-2.4	-7	-1	-1.4
19	O=C(CSCc1cccc(Cl)c1)OCc1nc2ccsc2c(=O)[nH]1	-10	-1.8	nt	-1	nt
20	Cn1c(N2CCOCC2)c(C#N)c2ccccc21	-4	0.9	-10	5	-0.6

item	BoNT F protease	CCHF vOTU inh	BioA inh	FBA Mtb inh	MazF activator
8	0	7	1.5	1	7
9	11	-13	-2.3	3	-7
10	0	9	-0.5	-4	1
11	-17	0	nt	2	4
12	-3	-3	0.9	1	5
13	1	-1	-1.0	9	nt
14	6	-1	-7.3	4	-1
15	-13	2	nt	-1	9
16	-10	10	-0.3	0	-6
17	5	5	-0.9	2	-1
18	-5	-5	2.1	-7	1
19	-19	4	-0.8	2	-5
20	-2	-9	-0.1	4	-1

# Next section
item	molecule	Rv3671c inh	FadD28 FP inh	DUSP3 inh	GDH-TPI inh	Mtb UGM inh
21	Cc1ccccc1NC(=O)CCN1CCN(CCO)CC1	13	-0.9	25	0	-1.0
22	CCCOC(=O)C(C)n1c(-c2ccccc2)nc2ccccc2c1=O (stereo not drawn)	-8	-0.2	28	6	0.5
23	CC(C)n1cc(CN2CCC(Oc3ccc(C(=O)N4CCCC4)cc3)CC2)cn1	4	-4.0	32	-3	4.3
24	COc1ccc([C@@H]2[C@@H]3C(=O)N(C(C)(C)C)C(=O)[C@@H]3[C@]3(C)C(=O)N(c4cccc(F)c4)C(=O)N23)cc1	-10	-0.8	32	1	-0.6
25	c1ccc(-c2cn3c(n2)-c2ccccc2C3)cc1	-6	-3.4	-9	-1	0.0
26	COC(=O)c1ccc(CSc2nnc(CNC(=O)COc3ccc(Cl)cc3)o2)o1	-5	0.4	-23	2	0.8
27	O=C(NCc1cccs1)c1cc(-c2cccs2)on1	-7	1.5	0	4	3.0
28	CCOC(=O)N1CCC(N2Cc3cccc(C(=O)Nc4ccc(F)cc4)c3C2=O)CC1	-9	-0.6	18	1	-1.0
29	CC1CC(C)CN(C(=O)CCc2nnc3ccc(N4CCCCC4)nn23)C1 (stereo not drawn)	2	-0.5	3	8	2.6
30	CN1C(=O)N(C)C(=O)C2(Cc3cc(N)ccc3N3CCN(c4ccccc4F)CC32)C1=O (stereo not drawn)	14	nt	15	nt	-1.5

item	BoNT F protease	CCHF vOTU inh	BioA inh	FBA Mtb inh	MazF activator
21	?	-5	-1.3	3	7
22	5	0	-0.9	0	0
23	0	0	0.3	-1	2
24	-9	3	-0.4	0	1
25	1	1	-0.5	48*	-6
26	-2	0	0.4	-1	-3
27	6	-9	-2.8	5	2
28	11	9	0.1	-4	-3
29	10	17	15	1	10
30	nt	7	nt	nt	nt

# The listing continues.
item	molecule	Rv3671c inh	FadD28 FP inh	DUSP3 inh	GDH-TPI inh	Mtb UGM inh
31	CNc1nc(SC(C)C(=O)Nc2ccc(Cl)c(Cl)c2)nc(N2CCOCC2)n1 (stereo not drawn)	-2	-3.1	23	-18	1.8
32	CCOC(=O)Cc1csc(N/N=C\c2cccc(Br)c2)n1	-13	-0.9	3	10	1.4
33	COc1cc(Cl)c(CN2CCC(CO)(CCOc3ccccc3)CC2)cc1OC	1	-4.2	30	-10	4.8
34	CCn1cc(CN2CCCC(C(=O)Nc3ccc(-c4cscn4)cc3)C2)c(C)n1 (stereo not drawn)	3	1.3	-26	-10	-4.9
35	CCc1cccc(NC(=S)N(CCCOC(C)C)C2CCN(C(C)=O)CC2)c1	-1	-2.8	24	-4	-0.8
36	CCOC(=O)Cn1c(=O)oc2cc(S(=O)(=O)N(C)Cc3ccco3)ccc21	-8	-2.2	12	4	0.9
37	O=c1[nH]cc(C=NNc2ccccc2)c(=O)[nH]1	nt	-3.0	nt	nt	nt
38	COc1cc(C(=O)NNC(=O)c2ccco2)cc(OC)c1OC	3	0.4	11	0	0.5
39	CCNc1sc(C(=O)c2cccs2)c(N)c1C#N	-4	-2.4	-17	13	1.0
40	COc1cc(NC(=S)NC(=O)c2ccccc2F)ccc1NC(=O)c1cccs1	14	1.0	-7	17	1.8

item	BoNT F protease	CCHF vOTU inh	BioA inh	FBA Mtb inh	MazF activator
31	-10	-4	nt	-2	3
32	-7	7	1.2	1	2
33	?	-5	-1.1	1	-4
34	3	-11	0.3	1	7
35	10	-5	-1.2	1	3
36	-5	5	0.1	-4	-6
37	0	-1	-0.9	3	nt
38	-7	-1	0.4	4	-10
39	-6	11	0.4	1	4
40	2	17	-2.1	1	-1

# Following part.
item	molecule	Rv3671c inh	FadD28 FP inh	DUSP3 inh	GDH-TPI inh	Mtb UGM inh
41	CCOC(=O)C1(Cc2ccccc2C(F)(F)F)CCN(C(C)CCn2cccn2)CC1 (stereo not drawn)	-4	-1.9	44	4	-1.9
42	COc1ccc([C@H]2/C=C\CN(S(=O)(=O)c3ccc(C)cc3)[C@@H](C)C(=O)N2Cc2ccc(F)cc2)cc1	3	0.2	nt	4	2.0
43	CC(C)NC(=O)c1ccccc1NC(=O)C(C)Oc1ccccc1 (stereo not drawn)	6	-0.5	11	6	-0.4
44	Cc1cc(N=Nc2ccc(C)c(N=Nc3cc(C)c(N)cc3N)c2)c(N)cc1N	16	5.3	15	7	-2.6
45	Cn1nnnc1SCC(=O)Nc1nc2c(s1)CCCC2	-10	-3.1	12	-2	0.6
46	COC(=O)c1ccccc1NC(=O)/C=C/c1cc(OC)c(OC)c(OC)c1	0	-2.8	24	36*	-1.0
47	O=C(Nc1nc2c(Br)cccc2s1)C1CC1	-10	-4.2	2	11	-0.3
48	O=C(Oc1c(CN2CCOCC2)cc(Cl)c2cccnc12)c1ccccc1Cl	4	-3.7	13	7	2.8
49	c1ccc(N2CCN(c3nc4ccccc4n4cnnc34)CC2)cc1	-5	-1.8	21	23	2.7
50	O=C1Oc2ccccc2C2(O)C3CCCCCC3C12 (stereo not drawn)	-1	-1.2	16	7	-0.9

item	BoNT F protease	CCHF vOTU inh	BioA inh	FBA Mtb inh	MazF activator
41	5	-10	nt	7	3
42	-5	4	-1.1	-1	1
43	-5	8	nt	1	6
44	?	7	2.2	-8	-5
45	4	-13	1.8	0	4
46	-9	7	2.2	3	4
47	6	nt	-0.2	-2	1
48	-1	-9	-1.1	0	-2
49	-12	9	-0.8	-1	9
50	12	16	0.2	0	-5

# Molecules listed so far that have a CF3 group, in the order listed:
item	molecule	Rv3671c inh	FadD28 FP inh	DUSP3 inh	GDH-TPI inh	Mtb UGM inh
5	O=C(Nc1cccc(C(F)(F)F)c1)Nc1ccc(N2CCCC2)c(S(=O)(=O)Nc2ccccc2Cl)c1	-18	-4.6	6	2	-2.0
6	Cc1ccc(F)cc1NC(=O)COC(=O)C1CCN(c2ccc(C(F)(F)F)cn2)CC1	0	-5.9	nt	-1	-0.4
41	CCOC(=O)C1(Cc2ccccc2C(F)(F)F)CCN(C(C)CCn2cccn2)CC1 (stereo not drawn)	-4	-1.9	44	4	-1.9

item	BoNT F protease	CCHF vOTU inh	BioA inh	FBA Mtb inh	MazF activator
5	-1	-13	nt	1	46
6	-1	-1	-0.5	1	3
41	5	-10	nt	7	3

# Continued:
item	molecule	Rv3671c inh	FadD28 FP inh	DUSP3 inh	GDH-TPI inh	Mtb UGM inh
51	O=C(O)C1CSC(c2ccc(O)c([N+](=O)[O-])c2)N1 (stereo not drawn)	nt	-5.0	-17	1	nt
52	CN(C)/C=C1\C(=O)NN=C1C(F)(F)F	0	-0.1	22	4	1.3
53	COc1ccc(C(=O)Nc2cc(C)nc3ccccc23)cc1OC	1	-1.4	5	8	2.4
54	CCOc1ccccc1N1CCN(C(=O)c2cc[n+]([O-])cc2)CC1	5	-0.1	16	3	-0.5
55	Cc1ccc(CNC(=O)c2sccc2-n2cccc2)cc1	-4	-5.0	25	10	1.3
56	O=c1oc2cc(O)ccc2cc1-c1nc2c(s1)CCc1ccccc1-2	-23	-1.7	0	-7	1.2
57	Cc1cc([N+](=O)[O-])nn1CC(=O)NCc1ccco1	-13	-1.2	-5	8	4.2
58	CCOC(=O)CSc1nc2ccccc2c(=O)n1Cc1ccco1	-5	-6.7	15	-2	0.4
59	CN(C)CC(O)COc1ccc(C(C)(C)c2ccc(OCC(O)CN(C)C)cc2)cc1 (stereo not drawn)	7	-2.0	21	-11	1.0
60	CCCOC(=O)Nc1ccc([As](=O)(O)O)cc1NC(=O)OCCC	-16	-1.1	20	10	-1.1

item	BoNT F protease	CCHF vOTU inh	BioA inh	FBA Mtb inh	MazF activator
51	0	13	nt	-7	-7
52	-2	2	nt	-1	-7
53	-5	20	0.2	-1	4
54	13	14	-1.0	1	12
55	-1	9	nt	1	-5
56	7	-33	nt	38*	i
57	-8	-20	-1.0	1	6
58	-4	6	0.0	-1	1
59	-19	1	1.9	1	24
60	-4	-1	-0.6	-1	2

# Bioassay records from PubChem BioAssay.
